Screens (PubChem BioAssay)
PGK inhibitor = qHTS Assay to Find Inhibitors of Phosphoglycerate Kinase | Phosphoglycerate kinase, glycosomal (Trypanosoma brucei brucei), P07378 | PGK/GAPDH coupled, Kinase-Glo luminescence, 60 min | Potency, µM (series often up to 57.5 µM), without a hit: at the top dose activity change, negative = inhibition, actives largely listed as inhibitors | 0.043% of 380,000 active; note: potency is the fitted concentration of half-maximal effect; % is set by controls: 0 for no effect and ±100 for the full control effect; nearly all actives have a fitted effect of over 60% in size
Target sequence (P07378 whole entry, looked up): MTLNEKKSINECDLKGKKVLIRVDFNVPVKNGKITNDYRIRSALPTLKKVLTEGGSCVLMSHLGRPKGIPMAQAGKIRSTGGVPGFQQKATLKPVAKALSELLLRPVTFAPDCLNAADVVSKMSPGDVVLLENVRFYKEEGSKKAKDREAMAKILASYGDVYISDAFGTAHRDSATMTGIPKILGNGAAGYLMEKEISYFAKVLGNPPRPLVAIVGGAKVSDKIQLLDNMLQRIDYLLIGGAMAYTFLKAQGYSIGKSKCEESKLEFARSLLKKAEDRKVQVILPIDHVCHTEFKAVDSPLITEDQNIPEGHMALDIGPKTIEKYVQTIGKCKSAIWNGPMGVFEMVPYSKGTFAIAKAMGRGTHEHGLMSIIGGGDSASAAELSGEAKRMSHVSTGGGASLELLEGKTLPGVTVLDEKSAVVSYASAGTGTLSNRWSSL
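Luminescent ATP detection (Kinase-Glo Plus) follows a 60-minute room-temperature incubation, with wells lacking PGK as controls. Buffer: 100 mM TEA (pH 7.6), 5 mM MgCl2, 0.01% Tween-20. Coupling enzyme GAPDH (100 nM final) supplies unstable 1,3-BPG in-well.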
TrxR1 inh = qHTS Assay for Inhibitors of Mammalian Selenoprotein Thioredoxin Reductase 1 (TrxR1): qHTS; recombinant rTrxR1, NADPH fluorescence consumption, selenite substrate; Thioredoxin reductase 1, cytoplasmic (Rattus norvegicus), O89049; 1% of 390,000 active; Potency, µM (doses to about 114 µM), for inactives: at the top dose activity change, negative = inhibition, usual class: inhibitors; note: potency is the fitted concentration of half-maximal effect; % is set by controls: 0 for no effect and ±100 for the full control effect; nearly all actives have a fitted effect of over 65% in size
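Rat TrxR1 (90 nM in the dispensed reagent) was pre-reduced with 400 uM NADPH for 5 min at room temperature, then incubated with compound for 15 min. After 400 uM selenite was added, NADPH fluorescence (Ex 340/Em 450 nm) was followed for 8 min.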
Pin1 inh = qHTS Assay to Find Inhibitors of Pin1; Peptidyl-prolyl cis-trans isomerase NIMA-interacting 1 (Homo sapiens), Q13526; Pin1 FP peptide displacement, HiFluor488, 10 min; Potency, µM (top dose mostly 115 µM), inactives show at the highest dose activity, negative = inhibition, most hits filed as inhibitors; 0.009% of 390,000 active; AID 504891, 2011; active = well fitted inhibition curve with a large enough effect in the polarisation, with a control signal flat, not every such curve was filed as active; inconclusive = small, poorly fitted or top-dose-only effect, or effect the other way, or a change in a side signal; inactive = no such curve, though single readings can be large or run the other way; the % refers to the polarisation; note: potency is the fitted concentration of half-maximal effect; % is set by controls: 0 for no effect and ±100 for the full control effect
PI4K2A block = qHTS for small molecular inhibitors of PI4K2A; Phosphatidylinositol 4-kinase type 2-alpha (Homo sapiens), Q9BTU6; purified PI4K2A, ADP-Glo luminescence, 1 h; hits give low values; activity change, negative = inhibition, % at 76.9 µM; 0.13% of 420,000 active; in the data active = activity change below about -50%; inconclusive = mostly about -30% to -49%;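 note: -100% = wells without enzyme as full effect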
Target sequence (Q9BTU6 whole entry, looked up): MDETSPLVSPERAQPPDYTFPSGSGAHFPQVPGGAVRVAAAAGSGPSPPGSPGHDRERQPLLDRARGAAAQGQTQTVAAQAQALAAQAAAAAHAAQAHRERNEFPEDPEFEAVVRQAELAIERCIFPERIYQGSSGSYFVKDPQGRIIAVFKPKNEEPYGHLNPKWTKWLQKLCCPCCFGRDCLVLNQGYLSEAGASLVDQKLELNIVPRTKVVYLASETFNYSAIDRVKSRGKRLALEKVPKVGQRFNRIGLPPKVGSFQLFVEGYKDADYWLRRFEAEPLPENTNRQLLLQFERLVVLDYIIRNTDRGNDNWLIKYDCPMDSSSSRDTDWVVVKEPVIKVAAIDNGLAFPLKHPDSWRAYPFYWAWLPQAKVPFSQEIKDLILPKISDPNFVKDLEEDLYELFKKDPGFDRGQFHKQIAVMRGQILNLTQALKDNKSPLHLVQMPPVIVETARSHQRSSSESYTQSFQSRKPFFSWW
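ADP-Glo luminescence measured ADP generated by PI4K2A enzyme (4 ug/mL before mixing) with 1.2 mM PI substrate (pre-mix) and 300 microM ATP (pre-mix). Tris pH7.5 buffer with MgCl2, Triton X-100; 1 h reaction at ambient temperature.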
TrxR1 substrate = qHTS Assay for Substrates of Mammalian Selenoprotein Thioredoxin Reductase 1 (TrxR1): qHTS; 0.01% of 390,000 active; purified TrxR1 substrate turnover, NADPH consumption readout; Thioredoxin reductase 1, cytoplasmic (Rattus norvegicus), O89049; Potency, µM (highest dose often 114 µM), for the others: top-dose activity change, negative = substrate turnover; note: potency is the fitted concentration of half-maximal effect; % is set by controls: 0 for no effect and ±100 for the full control effect; nearly all actives have a fitted effect of over 50% in size
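Rat TrxR1, dispensed at 90 nM, was prereduced with 400 uM NADPH (final) for 5 min at ~22 deg C, then incubated with compound 15 min before 400 uM selenite. A first-read NADPH fluorescence drop versus no-compound background flagged substrates.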
HP1b chromo inh = HTS for Inhibitors of HP1-beta Chromodomain Interactions with Methylated Histone Tails | 0.56% of 390,000 active | AlphaScreen HP1-beta / biotin-H3K9me3 peptide binding | Potency, µM (titrated, usually from 114 µM), without a hit: at the highest dose activity change, negative = inhibition, hits mostly inhibitors | Chromobox protein homolog 1 (Homo sapiens), P83916; note: potency is the fitted concentration of half-maximal effect; nearly all actives have a fitted effect of over 70% in size; inactives centre near 23
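AlphaScreen: HP1-beta (50 nM) preformed 30 min with biotin-H3(1-18)K9me3 peptide (50 nM) in PBS pH 7.4, 0.01% Tween-20. Compound added for 30 min at RT, then streptavidin donor/nickel chelate acceptor beads (10 ug/mL) for 30 min.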
USP1-UAF1 inh = Inhibitors of USP1/UAF1: Primary Screen; 0.23% of 390,000 active; Potency, µM (titrated, usually from 57.1 µM), for the others: top-dose activity change, negative = inhibition, usual class: inhibitors; AID 743255, 2014; Ubiquitin carboxyl-terminal hydrolase 1 (Homo sapiens), O94782; recombinant USP1/UAF1, Ub-Rhodamine cleavage fluorescence; note: potency is the fitted concentration of half-maximal effect; % is set by controls: 0 for no effect and ±100 for the full control effect; nearly all actives have a fitted effect of over 60% in size; inactives centre near -12
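High-throughput fluorogenic screen: 1nM USP1/UAF1 complex, Ub-Rho substrate 150nM final, 50mM HEPES pH 7.8 with 0.5mM EDTA, 0.1 mg/ml BSA, 1mM TCEP and 0.01% Tween-20.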
GLS inh = qHTS for Inhibitors of Glutaminase (GLS). AID 624170, 2012. Glutaminase kidney isoform, mitochondrial (Homo sapiens), O94925. 0.21% of 410,000 active. GLS enzymatic activity, qHTS titration. Potency, µM (doses to about 45.5 µM), without a hit: at the top dose activity change, negative = inhibition, usual class: inhibitors; note: potency is the fitted concentration of half-maximal effect; % is set by controls: 0 for no effect and ±100 for the full control effect
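Coupled fluorescence readout: glutamate oxidase/HRP/Amplex Red detect glutamate formed by hKGA from L-glutamine (1 mM solution added). Buffer 45 mM KH2PO4 pH 8.2, 0.02% Tween-20; reads at t0 and 30 min RT.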
mIDH1 inhibitor = qHTS for Inhibitors of mutant isocitrate dehydrogenase 1 (IDH1): qHTS; Isocitrate dehydrogenase [NADP] cytoplasmic (Homo sapiens), O75874; IDH1-R132H enzyme, NADPH consumption, diaphorase/resazurin fluorescence; Potency, µM (highest dose often 76.6 µM), without a hit: at the top dose activity change, negative = inhibition, hits mostly inhibitors; 0.093% of 390,000 active; note: potency is the fitted concentration of half-maximal effect; % is set by controls: 0 for no effect and ±100 for the full control effect; nearly all actives have a fitted effect of over 65% in size
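IDH1-R132H (0.5 ug/mL dispensed) in pH 7.5 Tris buffer was preincubated 30 min with compound, then given a substrate mix of 0.016 mM NADPH and 2 mM alpha-KG for 80 min at room temperature; remaining NADPH was read by diaphorase/resazurin fluorescence.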
* marks the source's active call; other numbers are inactive results; i = inactive; ? = inconclusive; . = not tested or not shown; & = joins results of further samples; [ ] = dose if it differs, or a comment. Unless noted, calls come from the whole dose curve; as a rule, active = well fitted curve in the direction sought with a large enough effect; inconclusive = small, poorly fitted or top-dose-only effect, or another doubt; inactive = no such curve, though single readings can be large; an effect the other way counts as inactive or inconclusive.

SMILES	PGK inhibitor	TrxR1 inh	Pin1 inh	PI4K2A block	TrxR1 substrate	HP1b chromo inh	USP1-UAF1 inh	GLS inh	mIDH1 inhibitor
COc1ccccc1N(CC(=O)NCc1ccccc1)C(=O)CCC(=O)Nc1nccs1	-1%	25%	-5%	-1	7%	7%	-16%	3%	7%
COc1ccc(C(=O)N(c2ccc(C)cc2)S(=O)(=O)c2ccc(C)cc2)cc1	2%	23%[57.1 µM]	0%	-1	0%[57.1 µM]	18%	-4%	-13%	12%
CC1CC(C)(C)NC(=S)S1 (centres undefined)	2%	-2%	1%	-10	0%	7%	5%	-9%	3%
CCCc1cc(N2CCOCC2)n2ncc(-c3ccccc3)c2n1	-1%	10%	-1%	-3	3%	259%[activator]	-25%	-14%	3%
O=C(CN1CCN(C(C(=O)Nc2ccc(Cl)cc2C(F)(F)F)c2ccccc2)CC1)NC1CC1 (centres undefined)	-11%	0%	7%	-2	2%	52%[activator]	-20%	-2%	3%
Cc1[nH]c2ccccc2c1/C=N/NS(=O)(=O)c1ccccc1	-1%	-18%	11%	6	8%[57.1 µM]	-16%	2%	?	0%
CCc1ccc2c(CN3CCOCC3)cc(=O)oc2c1	i	19%	0%	4	4%	45%[activator]	-18%	5%	0%
Cc1ccc(C)c(N/N=C2\CCCNC2=O)c1	9%	-5%	-2%	-1	-6%	-14%	1%	9%	2%
Cc1[nH]c(=O)[nH]c(=O)c1S(=O)(=O)N1CCCC(C(=O)N2CCC(Cc3ccccc3)CC2)C1 (centres undefined)	-7%	7%[57.1 µM]	8%	-2	6%[57.1 µM]	17%	-25%	0%	-1%
COc1cccc(SCC2CSc3nc4ccccc4c(=O)n32)c1 (centres undefined)	-4%	18%	2%	21	-7%	39%[activator]	-4%	8%	8%
COc1cccc(NC(=O)CN(C)C(=O)/C=C/c2cc(OC)ccc2OC)c1	2%	16%	-1%	0	86%[activator]	53%	-19%	0%	1%
CC(C)CN(C(=O)CCCSc1nc2ccccc2[nH]1)c1c(N)n(Cc2ccccc2)c(=O)[nH]c1=O	-6%	15%	-18%	2	3%	19%	0%	2%	2%
CC1CCCCC1NC(=O)Cn1nc(-c2ccccc2)ccc1=O (centres undefined)	.	18%	-10%	1	5%[57.1 µM]	25%	-6%	-5%	0%
COc1ccccc1-c1cc(C(=O)N/N=C/c2cccs2)c2ccccc2n1	-4%	7%	10%	3	-4%	36%	-21%	-28%	8%
CCCSc1nc(N2CCCC2)c2c(c1C#N)CC(C)(C)OC2	-2%	-11%	-3%	-9	-6%	84%[activator]	-9%	2%	-6%
c1ccc(Cn2cc(CNc3ccccc3)nn2)cc1	7%	20%[57.1 µM]	-1%	-3	8%[57.1 µM]	33%	?	25%	-15%
Cc1ccc(CN2CCCNC2=O)cc1	-2%	18%	-4%	-1	7%	3%	-13%	-1%	4%
Nc1c(C(=O)CSc2nnc(-c3ccccc3)o2)c(=O)[nH]c(=O)n1C1CC1	-1%	-6%	0%	2	-2%	19%	-6%	-2%	-5%
COc1ccccc1N(Cc1cc(=O)[nH]c2ccccc12)C(=O)c1ccccc1	i	22%	8%	3	2%	27%	-17%	-3%	7%
CCn1cnc2c(cnn2-c2ccccc2)c1=O	-4%	16%	0%	-4	4%	15%	-4%	0%	0%
COc1ccc([N+](=O)[O-])cc1N(CC(=O)NCc1ccco1)S(C)(=O)=O	-7%	2%[57.1 µM]	0%	0	-1%[57.1 µM]	22%	-21%	-1%	11%
CC1(C)Cc2c(cnn2-c2ccccc2)C(NC(=O)CCc2ccncc2)C1 (centres undefined)	3%	8%	2%	0	2%	10%	5%	0%	-6%
COc1ccc(CC(=O)OCC(=O)NC2CC2)cc1	-2%	30%	4%	-1	5%	19%	-27%	-4%	-8%
N#CCCNc1c(Cl)cc(Cl)cc1C(=O)O	0%	-12%	4%	1	-5%	8%	-2%	2%	6%
CC1CCc2sc(C(=O)OCC(=O)NC(N)=O)cc2C1 (centres undefined)	-4%	28%	?	0	6%	6%	0%	-2%	12%
Cc1ccc(S(=O)(=O)c2cn(Cc3ccc(F)cc3)c3cc(F)c(F)cc3c2=O)cc1	-4%	8%	-1%	-1	2%	47%[activator]	-13%	7%	1%
CC1CCCN(CCCNC(=O)C2CCN(S(=O)(=O)N3CCC4(CC3)OCCO4)CC2)C1 (centres undefined)	-6%	36%	-1%	3	1%	25%	-25%	-3%	-3%
Cn1ccsc1=NC(=O)c1cccc(C#N)c1	-5%	-4%	3%	4	1%	46%[activator]	-23%	-18%	3%
CCC1(O)c2ccccc2-c2ncccc21 (centres undefined)	-4%	-6%	-5%	1	-5%	28%	-19%	-11%	5%
O=C(COC(=O)/C=C/c1ccc([N+](=O)[O-])cc1)NCc1ccc2c(c1)OCO2	-5%	19%	2%	-4	2%	79%[activator]	-16%	-3%	1%
CC(C)(C)Nc1c([N+](=O)[O-])c(=O)sc2ccccc12	2%	14%	4%	-1	4%	23%	-2%	-12%	-9%
C=CCNc1nnc(Cc2ccc(C(C)C)cc2)c(=O)[nH]1	i	26%	14%	0	1%	-8%	-9%	-11%	7%
O=C1CSC(=Nc2ccc(O)cc2)N1	-4%	42%[activator]	1%	0	11%	24%	-11%	26%	2%
CC(=O)Nc1ccccc1C(=O)C(=O)Nc1ccc(F)c(Cl)c1	i	15%	2%	-3	8%[2.29 µM]	61%[activator]	-17%	-6%	16%
CCCc1cc(C(=O)NCc2cccnc2)no1	-5%	1%[57.1 µM]	-5%	-2	1%[57.1 µM]	16%	-27%	1%	-1%
O=C(CCCN1C(=O)c2cccc3cccc(c23)C1=O)OCC(=O)N1CCCCC1	-8%	.	.	2	.	.	-23%	-10%	7%
Cc1cccc(NC(=O)c2nc[nH]c2C(=O)Nc2cccc(C)c2)c1	-7%	29%[57.1 µM]	4%	-3	7%	31%	-17%	-15%	3%
CC1=C[C@H](C)[C@H](c2c(F)cccc2Cl)CC1=O	-10%	17%&9%	5%&-5%	1	6%&-2%	41%&-3%[activator]	-26%	-1%	14%
CC(C)c1ccc2oc(=O)cc(CN3CCN(c4ccccc4)CC3)c2c1	i	1%[57.1 µM]	4%	0	-13%	12%	-3%	13%	3%
CCOC(=O)c1ccc(NC(=O)C(=O)NCc2ccccn2)cc1	i	36%	-1%	-4	14%[57.1 µM]	0%	-11%	-4%	7%
Cc1ccc(NC(=O)CCN2CCC(Cc3ccccc3)CC2)cc1	5%	-14%	-7%	5	-10%	15%	-19%	-4%	-7%
CCCCS/C(=C(/C#N)C(N)=O)c1cc2c([nH]1)CCCC2	-4%	45µM*	-1%	7	-13%	?	-29%	1%	1%
COc1cccc(CN2CCN(C(=O)c3ccco3)CC2)c1OC	-3%	-5%	-9%	8	-8%	45µM*	-5%	-3%	4%
O=C(Cn1cnc2ccccc21)N1CCc2ccccc21	5%	-23%	-3%	4	-10%	30%	-3%	-1%	3%
Cc1cccc(NC(=O)Cn2nnc(-c3ccc(CN4CCCC4)cc3)n2)c1C	2%	18%[57.1 µM]	7%	-3	10%[57.1 µM]	28%	-6%	23%	-2%
O=C(CCn1c(=O)c2cccn2c2cccnc21)N1CCN(c2ccc(F)cc2)CC1	-11%	-6%	0%	7	-1%	24%	-4%	13%	13%
O=C1NCCC/C1=N/Nc1cc(F)ccc1F	i	-2%	2%	-1	-8%	18%	-21%	2%	8%
CN(Cc1ccccc1)C(=O)C1CCN(S(=O)(=O)c2ccc(-n3cnnn3)cc2)CC1	-10%	15%	0%	-21	4%	-1%	-5%	9%	3%
O=C(CN1C(=O)NC2(CCCC2)C1=O)N1CCN(S(=O)(=O)c2ccccc2)CC1	-4%	4%	0%	1	0%	60%[activator]	-16%	-4%	0%
N#CC(C(=O)NCCc1ccccc1)c1nc2ccccc2nc1N1CCOCC1 (centres undefined)	4%	-10%	?	-12	-7%	19%	10%	4%	-3%
O=C(CCc1ccccc1)NNC(=O)Cc1ccccc1	-10%	0%	-10%	1	-7%	24%	-9%	0%	-4%

This is a subset; count on the stated rates, not on these rows.
